# Assay outcomes from PubChem.
# Mcl-1 Bim block: inhibitors of Bim-Mcl-1 interaction, human; actives 0.1% (n = 190,000); Bead-based flow cytometry, Bim peptide-Mcl-1 binding; inhibition, % at 10 µM; Q07820; AID 1009; in the data active = inhibition above about 40%;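 note: 0% = no compound tracer wells and 100% = peptide blocker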
# Target sequence (Q07820 whole entry, looked up): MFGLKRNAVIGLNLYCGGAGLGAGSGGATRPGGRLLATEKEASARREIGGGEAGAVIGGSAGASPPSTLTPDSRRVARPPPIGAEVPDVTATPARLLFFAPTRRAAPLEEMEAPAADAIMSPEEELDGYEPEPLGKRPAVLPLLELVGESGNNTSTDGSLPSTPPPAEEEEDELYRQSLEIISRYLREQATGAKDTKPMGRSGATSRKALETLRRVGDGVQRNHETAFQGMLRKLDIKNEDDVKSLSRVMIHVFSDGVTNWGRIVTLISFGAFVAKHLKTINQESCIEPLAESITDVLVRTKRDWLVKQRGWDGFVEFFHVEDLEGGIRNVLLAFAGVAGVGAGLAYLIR
# Rab2A wt mod: changes GTP binding to wildtype dog Rab2A, up or down; P61105; GST-Rab2 wt beads, Bodipy-GTP binding, flow cytometry; GTP binding activity, % at 10 µM; actives 0.19% (n = 190,000); AID 760;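 active = GTP binding activity at least 20 points away from 100%, either lowered or raised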;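 note: 0% = beads with excess unlabeled GTP and 100% = no-compound control corrected for plate trend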
# HRas wt GTP bind: human HRas wildtype GTP binding, change in either direction; P01112; GST-Ras wt beads, Bodipy-FL-GTP binding, flow cytometry; actives lie on both sides; GTP binding activity, % at 10 µM; actives 0.14% (n = 190,000);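 active = GTP binding activity at least 20% away from the 100% baseline, either lowered as inhibitor or raised as activator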;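 note: 0% = unlabeled GTP competition control and 100% = no-compound control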
# Target sequence (P01112 whole entry, looked up): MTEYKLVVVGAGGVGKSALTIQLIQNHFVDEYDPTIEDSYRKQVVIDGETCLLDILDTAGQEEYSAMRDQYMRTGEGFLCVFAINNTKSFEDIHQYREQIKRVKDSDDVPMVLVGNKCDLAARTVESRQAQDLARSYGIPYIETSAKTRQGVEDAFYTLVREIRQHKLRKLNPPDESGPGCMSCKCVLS
# Rab7 wt modul: alters GTP binding to wildtype dog Rab7; GST-Rab7 beads, fluorescent GTP binding, flow cytometry; actives lie on both sides; untreated = 100%, excess cold GTP = 0%; actives 0.055% (n = 190,000); GTP binding activity (percent of control), % at 10 µM;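 active = fluorescent GTP binding to Rab7 beads changed by at least 20 points from the 100% baseline, either direction, mostly lower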;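 note: median green fluorescence of bound Bodipy-FL-GTP per Rab7 bead population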
# Mcl1-Noxa inh: Mcl-1/Noxa interaction inhibition. Q07820. TR-FRET Mcl-1/Noxa peptide binding, 2 h. inhibition, % at 21.7 µM. actives 1.5% (n = 220,000);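 active = compounds that cut the protein-peptide binding signal by more than 50% relative to plate controls in a single-dose test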;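 note: His-tagged Mcl-1 with rhodamine Noxa BH3 peptide and terbium anti-His antibody; 0% = Mcl-1 plus Noxa peptide wells and 100% = peptide-only wells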
# Avidin bead fluor: avidin bead compound fluorescence profile. Avidin beads, compound fluorescence 488/530 nm, flow cytometry; hits give high values. fluorescence (KMESF) at 10 µM. actives 0.38% (n = 220,000); in the data active = fluorescence above about 47; note: inactives centre near 10
# Mcl1 Bid PPI: disrupts binding of human Mcl-1 to Bid peptide | Q07820 | TR-FRET Mcl-1/Bid-Dy647 peptide binding, 1536-well | inhibition, % at 21.7 µM | actives 0.97% (n = 220,000) | AID 1021;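 active = compounds that cut the binding signal by more than half at the single screening dose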;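 note: His-tagged Mcl-1 with europium anti-His antibody binding Bid BH3 peptide; 0% = Mcl-1 plus peptide wells and 100% = peptide-only wells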
# Pf gamet viab: P. falciparum stage V gametocyte viability inhibition; P. falciparum stage V gametocytes, ATP luminescence, 24 h; actives 0.065% (n = 150,000); inhibition, % at 10.9 µM;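 active = inhibition above the mean plus 3 SD of compounds within the control limits, set per campaign, cut at about 38% in these data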;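 note: 0% = DMSO wells and 100% = medium only without gametocytes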
# Rac1 wt GTP bind: modulators of human Rac1 wildtype GTP binding | P63000 | GST-Rac1 beads, fluorescent GTP binding, flow cytometry; actives lie on both sides; 0 = cold GTP competed, 100 = untreated | GTP binding activity (% of control), % at 10 µM | actives 0.27% (n = 190,000) | AID 757;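 active = GTP binding activity at least 20 points away from the 100% control level, either lower or higher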
# Rac1 act GTP bind: modulators of GTP binding to human Rac1 activated mutant; P63000; GST-Rac1 activated beads, fluorescent GTP binding, flow cytometry; actives lie on both sides; 100% means binding = to untreated wells; percent activity (GTP binding), % at 10 µM; actives 0.11% (n = 190,000); AID 764;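 active = GTP binding at least 20 percentage points away from the 100% baseline, in either direction, so actives lie on both sides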
# Cdc42 wt: changes GTP binding to wildtype human Cdc42; actives 0.2% (n = 190,000); GST-Cdc42 beads, Bodipy-GTP binding, flow cytometry; actives lie on both sides; percent activity (GTP binding), % at 10 µM; P60953;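 active = percent activity GTP binding at least 20 points away from the 100% baseline, either down as inhibitor or up as activator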;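 note: median bead fluorescence of bound Bodipy-FL-GTP at 100 nM; 0% = excess unlabeled GTP control and 100% = no compound control; below 100% means less GTP binding so inhibitor and above means activator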
# Target sequence (P60953 whole entry, looked up): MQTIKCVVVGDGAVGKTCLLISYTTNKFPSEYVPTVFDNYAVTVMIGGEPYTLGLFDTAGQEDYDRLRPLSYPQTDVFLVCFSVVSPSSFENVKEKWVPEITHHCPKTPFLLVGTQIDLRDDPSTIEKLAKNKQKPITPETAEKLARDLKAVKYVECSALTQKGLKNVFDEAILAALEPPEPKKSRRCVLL
# An asterisk follows results filed as active; / = no result given.
SMILES,Mcl-1 Bim block,Rab2A wt mod,HRas wt GTP bind,Rab7 wt modul,Mcl1-Noxa inh,Avidin bead fluor,Mcl1 Bid PPI,Pf gamet viab,Rac1 wt GTP bind,Rac1 act GTP bind,Cdc42 wt
CCn1cc(C2=NOC(C(=O)Nc3cc(OC)c(Cl)cc3OC)C2)c(C)n1 (centres undefined),-3.0,104.0,106.0,105.0,18.2,10,-5.2,/,105.0,99.0,108.0
CCCn1c(SCC(=O)N2c3ccccc3Sc3ccccc32)nc2c1c(=O)n(C)c(=O)n2C,-2.0,103.0,104.0,104.0,3.4,12,-20.4,-10.7,109.0,100.0,104.0
CCN(CC)C(=O)c1scc2c1OCCO2,-4.0,106.0,104.0,104.0,-2.9,10,2.6,-17.3,107.0,101.0,106.0
COCCN1CCC(CNCc2cn[nH]c2-c2ccc(C)c(C)c2)C1 (centres undefined),-2.0,101.0,99.0,100.0,15.1,1,-32.2,-2.6,98.0,97.0,99.0
COCCNC(=O)CC(NS(=O)(=O)c1ccc(NC(C)=O)cc1)C(C)C (centres undefined),-4.0,90.0,93.0,92.0,/,12,-22.5,-6.3,89.0,90.0,92.0
COc1cc(C(=O)N2CCN(c3ccc(C)cc3C)CC2)cc(OC)c1OC,0.0,101.0,99.0,98.0,1.2,6,-22.4,/,101.0,98.0,98.0
CC(C)(C)N1CC(c2nc3ccccc3n2Cc2ccccc2)CC1=O (centres undefined),-2.0,105.0,105.0,105.0,4.5,9,5.6,/,108.0,102.0,105.0
Cc1ncc(CN2CCN(Cc3ccccc3)C(CCO)C2)s1 (centres undefined),0.0,101.0,102.0,104.0,3.0,7,-54.8,13.3,103.0,95.0,101.0
Cc1ccc(C)c(C(=O)NCc2ccncc2)c1,-1.0,110.0,107.0,104.0,-28.1,6,7.9,/,105.0,103.0,106.0
C=CCn1c(=O)c2ccccc2n2c(SCC(N)=O)nnc12,2.0,104.0,106.0,103.0,-1.4,35,-8.8,-24.9,104.0,101.0,107.0
COc1ccc(-c2nnc(SCC(=O)N3c4ccccc4Sc4ccccc43)o2)cc1,1.0,97.0,101.0,103.0,-18.9,8,-5.9,/,103.0,98.0,100.0
Cc1ccc(NC(=S)N(CCCN2CCOCC2)Cc2ccco2)cc1C,2.0,101.0,97.0,100.0,7.8,9,-44.2,1.4,97.0,96.0,96.0
COc1ccc([N+](=O)[O-])cc1NC(=O)COC(=O)C1CC1,-2.0,96.0,96.0,89.0,13.3,15,-2.1,/,96.0,94.0,99.0
CN1C(=O)NC2C1N(S(C)(=O)=O)CCN2S(C)(=O)=O (centres undefined),0.0,97.0,98.0,96.0,-5.1,10,-7.8,/,97.0,96.0,97.0
CCCN(Cc1ccccc1)C(=S)Nc1ccc(SC(F)F)cc1,-4.0,98.0,98.0,96.0,6.4,15,-39.9,2.7,102.0,98.0,101.0
CCOc1cc(C2C(C(=O)c3ccc(C)cc3)=C(C(=O)OC)Nc3nnnn32)ccc1O (centres undefined),-4.0,96.0,98.0,96.0,19.1,4,6.4,/,97.0,97.0,100.0
Cc1cc2nnc(SCC(=O)N3CCN(c4ccccc4)CC3)n2c(N)n1,-1.0,102.0,103.0,99.0,12.5,12,-56.0,/,105.0,102.0,107.0
C=CCC(=O)NC(C)c1cnn(-c2ccccc2C)c1C (centres undefined),0.0,100.0,100.0,102.0,-4.4,9,-2.4,-1.1,103.0,99.0,99.0
CCC(C)[C@H](NC(=O)NCCCc1ccccc1)C(=O)OC (some centres undefined),-5.0,104.0,104.0,102.0,14.4,14,-26.7,/,107.0,101.0,105.0
Cc1ccn2cc(CC(=O)O)nc2c1,0.0,97.0,95.0,97.0,25.5,8,-61.2,-4.1,97.0,94.0,101.0
Nc1cc(N)nc(SCc2cc(=O)oc3cc4c(cc23)CCC4)n1,1.0,101.0,101.0,101.0,15.6,10,-6.6,/,99.0,102.0,101.0
O=C(Nc1ccccc1Cl)c1cccc(NC(=O)C2C3CC4OC(=O)C2C4C3)c1 (centres undefined),0.0,97.0,97.0,100.0,13.9,13,-15.8,3.6,100.0,95.0,96.0
CC(=O)c1cccc(NC(=O)C(OC(=O)c2ccccc2NS(=O)(=O)c2cccs2)c2ccccc2)c1 (centres undefined),-3.0,98.0,97.0,100.0,-16.3,15,-4.1,/,99.0,97.0,99.0
CN(C)S(=O)(=O)N1CCCC(C(=O)c2ccc(-c3ccccc3)cc2)C1 (centres undefined),2.0,99.0,99.0,103.0,-20.7,12,-24.3,-2.7,101.0,96.0,97.0
CC(Nc1nc(N2CCNCC2)nc2ccccc12)c1ccccc1 (centres undefined),-2.0,99.0,99.0,104.0,11.2,25,11.7,/,101.0,100.0,99.0

# 3 entries from above, ordered by their value in Rac1 act GTP bind, low to high.
Compound | Rac1 act GTP bind
Cc1ncc(CN2CCN(Cc3ccccc3)C(CCO)C2)s1 (centres undefined) | 95.0
Cc1ccc(NC(=S)N(CCCN2CCOCC2)Cc2ccco2)cc1C | 96.0
C=CCn1c(=O)c2ccccc2n2c(SCC(N)=O)nnc12 | 101.0

# (further entries)
SMILES,Mcl-1 Bim block,Rab2A wt mod,HRas wt GTP bind,Rab7 wt modul,Mcl1-Noxa inh,Avidin bead fluor,Mcl1 Bid PPI,Pf gamet viab,Rac1 wt GTP bind,Rac1 act GTP bind,Cdc42 wt
CC12CCC(c3nnc(SCC(=O)Nc4cccc5ccccc45)nc31)C2(C)C (centres undefined),-3.0,95.0,95.0,93.0,/,9,17.3,0.5,91.0,94.0,97.0
COc1cccc(C(=O)NCc2nnc(SCC(=O)Nc3nccs3)n2-c2cccc(C)c2)c1,-12.0,98.0,96.0,94.0,6.4,7,-0.3,/,98.0,95.0,99.0
O=C(O)CCc1ccc(-c2cccs2)n1NC(=O)c1cccs1,2.0,103.0,98.0,107.0,11.5,10,-33.9,0.5,104.0,98.0,96.0
CCOC(=O)c1ccc(N2C(=O)c3n[nH]c(C)c3C2c2cccnc2)cc1 (centres undefined),0.0,99.0,100.0,100.0,-1.6,38,1.6,7.2,98.0,99.0,102.0
O=C(/C=C/c1ccccc1)NCC(=O)N/N=C/c1ccccc1[N+](=O)[O-],0.0,100.0,98.0,97.0,-1.9,9,17.9,/,102.0,98.0,97.0
O=C(CN1CCN(c2ccccn2)CC1)Nc1ccc(Cl)c(C(F)(F)F)c1,-1.0,101.0,102.0,100.0,23.0,7,-0.3,-2.1,104.0,101.0,103.0
COc1ccc(N(Cc2cc3cc(OC)ccc3[nH]c2=O)C(=O)c2cccnc2)cc1,0.0,101.0,103.0,97.0,/,9,/,4.1,103.0,99.0,104.0
CC(C)CC(=O)Nc1ccccc1-c1nnn(CC(=O)N2CCc3ccccc3C2)n1,-2.0,95.0,97.0,98.0,9.4,20,-5.7,-10.4,95.0,96.0,96.0
COc1ccc2nc(SCC(=O)N3CCCCCC3)c(C#N)cc2c1,-3.0,98.0,102.0,103.0,6.1,27,-48.1,/,109.0,96.0,105.0
CCN(CCNC(=O)c1ccc2nc(-c3ccccc3NC(C)=O)c(=O)[nH]c2c1)c1ccccc1,0.0,101.0,99.0,103.0,34.4,9,-32.5,/,103.0,98.0,101.0
O=C(CSc1nnc(NCc2ccccc2)s1)c1ccco1,1.0,98.0,98.0,94.0,-5.2,7,-35.1,-42.9,100.0,96.0,98.0
Cc1ccc2cc(CCNC(=O)CC(C)C)c(=O)[nH]c2c1,-3.0,102.0,104.0,101.0,-10.6,22,-3.2,/,104.0,101.0,104.0
O=C(Nc1ccc(N2CCCC2)cc1)c1cccc(F)c1,-1.0,101.0,98.0,99.0,67.4*,7,-34.5,2.8,102.0,97.0,98.0
Cn1ncc2cc(NC(N)=S)ccc21,0.0,95.0,97.0,94.0,4.4,10,-38.3,-2.3,99.0,96.0,93.0
COc1ccc(OC)c(/C=C2/Sc3ccccc3C2=O)c1,12.0,94.0,94.0,94.0,11.6,10,-20.3,28.2,93.0,96.0,95.0
CC(C)C[C@H](NC(=O)c1nc[nH]c1C(=O)N1CCN(C(=O)OC(C)(C)C)CC1)C(=O)OC(C)(C)C,-1.0,95.0,94.0,92.0,-33.8,7,3.2,6.8,96.0,96.0,95.0
COc1ccc(/C=C(\NC(=O)c2ccc(OCC(C)C)cc2)C(=O)OCc2ccco2)cc1,-5.0,100.0,101.0,101.0,11.7,9,-4.2,/,105.0,99.0,105.0
O=C(OCc1nnc(-c2ccccc2)o1)C1CCN(S(=O)(=O)c2cccs2)CC1,1.0,101.0,101.0,96.0,3.8,10,-0.1,/,98.0,98.0,102.0
O=C(NC1CCCCCC1)c1cccc(N2CCCC2=O)c1,0.0,98.0,102.0,101.0,-12.8,14,-12.0,/,101.0,101.0,101.0
O=C(c1ccco1)N1CCN=C1SCc1c(F)cccc1Cl,3.0,99.0,101.0,97.0,18.1,23,10.7,/,100.0,97.0,101.0
CC1=C(C(=O)OCc2ccccc2)C(c2cccc([N+](=O)[O-])c2)NC(=O)N1CCCCCC(=O)O (centres undefined),-3.0,94.0,97.0,96.0,-3.8,12,6.7,3.5,99.0,94.0,98.0
O=c1cccc(-c2ccccc2)[nH]1,3.0,103.0,104.0,101.0,4.7,8,-17.2,/,103.0,100.0,104.0
CCCC1(C(=O)OCC)NC(c2ccc(N(C)C)cc2)C2C(=O)N(c3ccc(OCC)cc3)C(=O)C21 (centres undefined),-1.0,102.0,102.0,104.0,13.1,11,-66.2,/,104.0,98.0,101.0
CS(=O)(=O)N(Cc1ccccc1)c1ccc(C(=O)NCC2CCCO2)cc1 (centres undefined),-1.0,100.0,101.0,98.0,15.3,10,3.2,-4.8,104.0,98.0,101.0
Oc1ccc(C=Nc2cccc3ncccc23)c(O)c1,0.0,101.0,102.0,102.0,4.0,15,-61.6,-22.8,102.0,102.0,103.0
# Continuation:
SMILES,Mcl-1 Bim block,Rab2A wt mod,HRas wt GTP bind,Rab7 wt modul,Mcl1-Noxa inh,Avidin bead fluor,Mcl1 Bid PPI,Pf gamet viab,Rac1 wt GTP bind,Rac1 act GTP bind,Cdc42 wt
CCOC(=O)c1cc2n(c1C)-c1ccccc1C2=O,-3.0,93.0,94.0,95.0,25.8,23,-6.2,-6.4,95.0,94.0,92.0
O=C(O)c1cc(-c2ccc(O)cc2)nc2ccccc12,1.0,98.0,98.0,97.0,8.2,15,-2.3,/,97.0,97.0,99.0
CCCn1c2c(c(O)c(C(=O)Nc3ncccc3C)c1=O)CCCC2,-3.0,101.0,104.0,104.0,18.1,9,-7.0,0.4,106.0,97.0,103.0
CC(C)CC1NC(=O)N(CCCCN2C(=O)c3ccccc3C2=O)C1=O (centres undefined),2.0,97.0,96.0,104.0,5.9,8,-53.0,18.0,94.0,96.0,94.0
O=C1CCCN1CCCNC(=S)Nc1ccc(Cl)cc1Cl,-5.0,97.0,100.0,97.0,21.5,22,-19.5,-13.9,104.0,99.0,101.0
O=P(CCO)(c1ccccc1)c1ccccc1,1.0,94.0,96.0,98.0,13.8,28,-20.0,1.6,99.0,96.0,99.0
